Compound activity: PubChem BioAssay, several laboratories
MRP reversal – reversal of MRP1-mediated doxorubicin resistance, primary screen, H69AR cells, doxorubicin co-treatment; H69AR cells + 2 uM doxorubicin, CellTiter-Glo, 72 h; differential viability (reversal), % at 10 µM; 85,000 tested, 0.04% active; AID 602, 2007;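 active means viability drop by adding the cancer drug above about 55%, with treated viability meeting a 40% cutoff, limit read from the data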;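 further: viability without doxorubicin minus viability with 2 µM doxorubicin for each compound; larger differential means the compound sensitizes cells more to doxorubicin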
Bcl-B TR3 displacers – displacers of TR3 peptide from Bcl-B, primary screen, selectivity assay for Bfl-1 inhibitor project, biochemical, fluorescence polarization; FP displacement of FITC-TR3 peptide from Bcl-B; higher % means a stronger effect; Bcl-2-like protein 10 (Homo sapiens); one-dose displacement, % at 20 µM; IC50 in µM for titrated hits; AID 748, 2007; 96,000 tested, 0.11% active;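 active means displacement above 50% at 20 µM plus a fluorescence interference ratio under 1.5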;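 further: plate controls were wells without compound for no effect and wells lacking Bcl-B protein for full effect; a part of the inactive calls stands beside numbers as strong as those of hits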
PLAP inhibitors HTS – PLAP enzyme inhibitors, biochemical, luminescence, HTS (AID 690); purified PLAP, luminescent substrate; higher % means a stronger effect; inhibition, % at 20 µM, or IC50 in µM where a hit was titrated; 96,000 tested, 0.08% active; in the data active means a potency from the dose series; inactive means the rest, 99 in 100 with inhibition below about 30%; further: strong numbers were not always called active
IL1B NFkB pot – enhancers of NFkB p65 translocation in HUVEC – imaging, IL-1B stimulus, high-content imaging, primary screen; HUVEC IL-1B NFkB p65 nuclear translocation imaging; activation, % at 2 µM; 94,000 tested, 0.3% active; AID 819, 2007;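 active means activation above 40%, about the mean plus 3 SD, also judged a hit on visual image review; inconclusive means activation above 40% but not a hit on visual review; inactive means activation not above 40% and no visual hit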;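 further: percent activation is computed from the nuclear over cytoplasmic p65 intensity ratio; values of inactives mirror those of a sister screen read the other way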
NFkB transloc inh – inhibitors of IL-1B driven NFkB p65 nuclear import, primary screen, imaging, HUVEC, IL-1B stimulus, high-content imaging; HUVEC IL-1B NFkB p65 nuclear translocation imaging; inhibition, % at 2 µM; 94,000 tested, 0.43% active; AID 796, 2007;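 active means inhibition above about 30% together with a positive call from visual inspection of the well image, limit read from the data; inconclusive means inhibition above a set limit but visual check negative; inactive means inhibition not above a set limit, visual check negative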;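 further: nuclear over cytoplasmic p65 intensity ratio measured by imaging; 0% = IL-1B stimulated DMSO wells and 100% = unstimulated DMSO wells; values of inactives mirror those of a sister screen read the other way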
MRP reversal cytotoxicity – also measured in MRP reversal; calls as there; viability, %; H69AR cells, CellTiter-Glo, 72 h; measured here: cytotoxicity without doxorubicin
MRP reversal with doxorubicin – also measured in MRP reversal; calls as there; viability, %; measured here: viability with 2 uM doxorubicin; stronger effect = lower value
NFkB transloc inh cell count 2 µM – further read-out of NFkB transloc inh, marked with its call; cell count; measured here: cells passing quality filter;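 raw number of nuclei counted in each imaged well without normalization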
IL1B NFkB pot cell count 2 µM – second read-out of IL1B NFkB pot, no call of its own (marks repeat the call); cell count; measured here: cells passing quality filter
An asterisk follows results filed as active; u = inconclusive; x = no result given. Not all compounds are listed (hit frequency here may not be typical).

SMILES | MRP reversal | MRP reversal cytotoxicity | MRP reversal with doxorubicin | Bcl-B TR3 displacers | PLAP inhibitors HTS | IL1B NFkB pot | IL1B NFkB pot cell count 2 µM | NFkB transloc inh | NFkB transloc inh cell count 2 µM
COc1cccc(C(=O)Nc2cccc(C(=O)N3CCOCC3)c2)c1 | 16 | 104 | 88 | -2% | 26% | 2 | 94 | -2 | 94
CCOC(=O)CSc1ccc2nnc(-c3cccnc3)n2n1 | -3 | 101 | 104 | -4% | 14% | 0 | 46 | 0 | 46
Cc1cc(NC(=O)C2CCCC2)nc2c1c(=O)oc1ccccc12 | -32 | 37 | 69 | -21% | 21% | 21 | 38 | -21 | 38
CC(C)(C)c1ccc(-c2noc(CCC(N)=O)n2)cc1 | -10 | 99 | 109 | -23% | -49% | 10 | 164 | -10 | 164
CNNC(=O)C(C)NC(=O)c1ccc(Br)cc1 (centres undefined) | x | x | x | -10% | -4% | -17 | 104 | 18 | 104
O=C(Nc1ccc(N2CCOCC2)cc1)c1cccc(S(=O)(=O)N2CCCC2)c1 | 24 | 98 | 74 | -6% | -21% | 10 | 124 | -10 | 124
C=CCn1c(=N)c(C(=O)OCC)cc2c(=O)n3cc(C)ccc3nc21 | 5 | 86 | 81 | -95% | -24% | x | x | x | x
O=C(NCC1CCCO1)NC12CC3CC(CC(C3)C1)C2 (centres undefined) | -2 | 91 | 94 | 1% | 11% | x | x | x | x
O=C(OCc1cc(Cl)ccc1OC(F)F)c1cc(S(=O)(=O)O)ccc1O | -6 | 90 | 96 | -1% | -16% | -4 | 175 | 4 | 175
Cc1ccc(NC(=O)c2ccc(-n3cccn3)c([N+](=O)[O-])c2)cc1 | x | x | x | -8% | 26% | 9 | 161 | -9 | 161
CCn1nnnc1SCC(=O)N1CCCc2ccccc21 | 4 | 86 | 82 | x | x | 9 | 105 | -9 | 105
COc1ccccc1C(=O)NCC1CCN(c2ccc(S(=O)(=O)N3CCOCC3)cc2)CC1 | 38 | 60 | 22 | -20% | -61% | 21 | 176 | -21 | 176
CCOC(=O)C1CCCN(CCC(C)c2ccccc2)C1 (centres undefined) | -22 | 73 | 94 | -2% | -54% | 15 | 156 | -15 | 156
COc1ccc(Br)cc1CNC(=O)CCc1nc(-c2ccc(C)cc2)no1 | -1 | 78 | 78 | -11% | 33% | -2 | 145 | 2 | 145
O=C(NCc1ccco1)c1ccc(CS(=O)(=O)Cc2ccc(Cl)cc2)o1 | 8 | 89 | 81 | -23% | 8% | -11 | 106 | 11 | 106
CCn1nnnc1SCC(=O)Nc1ccc2c(c1)OCO2 | -9 | 82 | 91 | x | x | 0 | 179 | 0 | 179
O=C(CN1C(=O)NC2(CCCCCCC2)C1=O)N1CCOCC1 | 17 | 108 | 90 | -13% | 6% | -2 | 186 | 2 | 186
COc1ccc(NS(=O)(=O)c2ccc(NC(=O)C(C)(C(F)(F)F)C(F)(F)F)cc2)nn1 | 13 | 108 | 94 | 2% | -19% | 10 | 121 | -10 | 121
CCOC(=O)C1CCCN(C(=O)CN2C(=O)C(CC)Oc3ccc(C)cc32)C1 (centres undefined) | -7 | 72 | 79 | -8% | -28% | x | x | x | x
Cc1ccc(CSc2nnc(-c3cccnc3)n2N)cc1 | 9 | 83 | 73 | 1% | -10% | 11 | 69 | -11 | 69
CCOC(=O)NC1CCS(=O)(=O)C1 (centres undefined) | -6 | 93 | 99 | -2% | 1% | 17 | 134 | -17 | 134
O=C(Nc1nc2ccccc2[nH]1)c1ccccc1 | -2 | 32 | 34 | 3% | -66% | 2 | 196 | -2 | 196
COc1cc(CN2CCN(C(=O)CC(C)C)CC2)cc(OC)c1OC | 9 | 101 | 92 | 3% | -18% | -4 | 167 | 4 | 167
CCCCCC(=O)Nc1ccc(Cl)cn1 | 1 | 93 | 92 | -18% | -33% | -1 | 128 | 1 | 128
Cc1ccc(S(=O)(=O)N/N=C/c2cn(C)nc2C)cc1 | x | x | x | 1% | 2% | -12 | 149 | 12 | 149
Next compounds.
SMILES | MRP reversal | MRP reversal cytotoxicity | MRP reversal with doxorubicin | Bcl-B TR3 displacers | PLAP inhibitors HTS | IL1B NFkB pot | IL1B NFkB pot cell count 2 µM | NFkB transloc inh | NFkB transloc inh cell count 2 µM
Cc1[nH]c2ccc3c(ncn3CCC#N)c2c1C | -5 | 99 | 104 | -5% | 0% | 7 | 151 | -7 | 151
CCn1cc(C(=O)O)c(=O)c2cnc(N3CCN(C(=O)Nc4ccccc4)CC3)nc21 | 19 | 93 | 73 | x | x | -11 | 137 | 11 | 137
Cc1ccc(C)c2[nH]c(=O)c(CN(CCCN(C)C)C(=O)NCc3ccccc3)cc12 | 9 | 77 | 68 | 7% | -72% | x | x | x | x
CCOc1c(Br)cc(C(N)=O)cc1OC | 14 | 92 | 77 | 2% | 14% | 5 | 151 | -5 | 151
Cc1ccc(C2CC(=O)C=C(O)C2)cc1 (centres undefined) | 2 | 101 | 99 | -4% | -48% | 2 | 171 | -2 | 171
COc1ccc(Oc2cc(C(F)(F)F)cnc2C(N)=O)cc1 | 0 | 106 | 106 | -5% | 12% | -6 | 66 | 5 | 134
COC(=O)C1=C(O)CSC1=Nc1cccc(C(F)(F)F)c1 | 23 | 86 | 63 | -7% | 8% | -7 | 139 | 7 | 139
CCOc1ccc(OCCSc2nc3ccccc3o2)cc1 | 15 | 108 | 93 | -7% | -2% | -42 | 98 | 42* | 98*
O=C(Nc1ccccc1C(=O)O)c1ncn[nH]1 | 1 | 88 | 87 | 2% | -16% | 11 | 154 | -11 | 154
Cc1ccc2c(c1)C1(OCCO1)C(=O)N2 | -11 | 82 | 93 | 3% | 13% | 21 | 183 | -21 | 183
c1ccc(-c2nnc3sc(-c4ccncc4)nn23)cc1 | 16 | 80 | 64 | 6% | 25% | u | x | -40 | 141
CCCCNC(=S)NNC(=O)c1nn(C)cc1Cl | 11 | 95 | 84 | x | x | -2 | 103 | 2 | 103
O=C(c1cccc(Cl)c1)N1CCCC(C(=O)N2CCCCCC2)C1 (centres undefined) | x | x | x | 13% | -28% | -7 | 100 | 7 | 100
COc1ccc(S(=O)(=O)N2CCC(C(=O)N3CCc4ccccc4C3)CC2)cc1 | -2 | 103 | 105 | -10% | -58% | 4 | 149 | -4 | 149
O=C1/C(=C\c2ccc(Br)o2)SC(=Nc2ccccc2)N1c1ccccc1 | x | x | x | -26% | -6% | 2 | 158 | -2 | 158
Cc1cc(S(=O)(=O)NCC(=O)O)ccc1F | 15 | 100 | 86 | -4% | 6% | 16 | 138 | -16 | 138
CCc1c(C)nc2ccc(Br)cc2c1Cl | x | x | x | -5% | 4% | -2 | 139 | 2 | 139
Cc1ccc(-c2nc(CS(=O)CC(=O)NC3CCCC3)c(C)o2)cc1 (centres undefined) | 38 | 126 | 88 | 9% | -59% | x | x | x | x
CC1CCCN(CCOCCOc2ccc(Cl)cc2Br)C1 (centres undefined) | x | x | x | 2% | -54% | 2 | 109 | -2 | 109
O=C(NCc1ccccn1)c1cc2n(n1)C(C(F)(F)F)CC(c1ccco1)N2 (centres undefined) | 34 | 97 | 63 | 14% | -30% | -4 | 73 | 4 | 73
CCC(=O)N1CCc2cc(S(=O)(=O)CCC(=O)NCCC3=CCCCC3)ccc21 | 14 | 102 | 88 | -6% | -6% | 12 | 193 | -12 | 193
COC(=O)c1ccccc1OC(=O)c1cccnc1 | 3 | 105 | 102 | -2% | 15% | 13 | 171 | -13 | 171
CCOC(=O)N1CCC(NC(=O)C2CCN(S(=O)(=O)c3cnc[nH]3)CC2)CC1 | -12 | 92 | 105 | -8% | 0% | x | x | x | x
CC(C)(C)OC(=O)NCCc1nnc(SCC(=O)c2ccc(Cl)cc2)o1 | 14 | 82 | 67 | 0% | -2% | 8 | 140 | -8 | 140
Cc1ccccc1NC(=O)N1CCCC(c2nc(-c3ccc(C(C)C)cc3)no2)C1 (centres undefined) | -18 | 72 | 90 | 3% | -12% | 1 | 191 | -1 | 191

The list goes on (four carried over from the part before).
SMILES | MRP reversal | MRP reversal cytotoxicity | MRP reversal with doxorubicin | Bcl-B TR3 displacers | PLAP inhibitors HTS | IL1B NFkB pot | IL1B NFkB pot cell count 2 µM | NFkB transloc inh | NFkB transloc inh cell count 2 µM
COC(=O)c1ccccc1OC(=O)c1cccnc1 | 3 | 105 | 102 | -2% | 15% | 13 | 171 | -13 | 171
CCOC(=O)N1CCC(NC(=O)C2CCN(S(=O)(=O)c3cnc[nH]3)CC2)CC1 | -12 | 92 | 105 | -8% | 0% | x | x | x | x
CC(C)(C)OC(=O)NCCc1nnc(SCC(=O)c2ccc(Cl)cc2)o1 | 14 | 82 | 67 | 0% | -2% | 8 | 140 | -8 | 140
Cc1ccccc1NC(=O)N1CCCC(c2nc(-c3ccc(C(C)C)cc3)no2)C1 (centres undefined) | -18 | 72 | 90 | 3% | -12% | 1 | 191 | -1 | 191
O=C(CSc1ccc2nnc(-c3ccccn3)n2n1)Nc1ccc2c(c1)OCO2 | 15 | 98 | 83 | 2% | 9% | 8 | 61 | -8 | 61
CCCCCn1c(C(C)NC(=O)CCC)nc2ccccc21 (centres undefined) | 1 | 85 | 83 | -1% | -22% | 13 | 141 | -13 | 141
Cn1c(=O)cc(OCCCC(=O)Nc2ccccn2)c2ccccc21 | 22 | 93 | 71 | 2% | -12% | 11 | 124 | -11 | 124
COCCn1c(SCC(=O)Nc2cccc(C)c2)nnc1C(C)C | x | x | x | 4% | 21% | -10 | 70 | 10 | 70
O=C(NC1CCCC1)C(c1ccsc1)N(C(=O)Cc1cccs1)c1ccccc1 (centres undefined) | x | x | x | 0% | -19% | 0 | 121 | 0 | 121
COc1ccc(-c2cc(-c3ccccc3)c(C#N)c(S(C)(=O)=O)n2)cc1 | -1 | 4 | 4 | 3% | 15% | 9 | 91 | -9 | 91
COc1cc(C)c(CNC2CCCCC2)cc1C | 2 | 84 | 82 | -1% | 23% | x | x | x | x
CCN(c1cccc(C)c1)S(=O)(=O)c1ccc2c(c1)CCN2C(C)=O | -41 | 29 | 70 | -5% | 9% | -4 | 187 | 4 | 187
O=C(c1cnc2ccccn2c1=O)N1CCc2ccccc21 | -3 | 89 | 92 | -7% | 7% | x | x | x | x
Cc1ccc(S(=O)(=O)N2CCCCC2C(=O)N2CCN(C)CC2)cc1 (centres undefined) | 1 | 94 | 93 | 11% | -54% | 12 | 188 | -12 | 188
CC(C)c1nc(NCCN2CCOCC2)c(C#N)c2c1COC(C)(C)C2 | -13 | 100 | 112 | -4% | -50% | 7 | 145 | -7 | 145
CSc1nc(NC(C)=O)nc(C)c1Br | 8 | 97 | 89 | x | x | 6 | 104 | -6 | 104
COC(=O)c1sc(=S)n(-c2ccccc2)c1N | -9 | 83 | 92 | -2% | 17% | 20 | 124 | -20 | 124
CCOC(=O)C1(C)NC(c2ccc(N(C)C)cc2)C2C(=O)N(CC)C(=O)C21 (centres undefined) | 18 | 106 | 88 | 0% | 1% | 3 | 167 | -3 | 167
CCOC(=O)CSc1nnc(CNc2ccc(Cl)cc2)n1-c1ccccc1 | 5 | 78 | 73 | -2% | -40% | x | x | x | x
CCOC(=O)c1cnn(-c2ccccc2)c1NC(=O)CSc1nnc(-c2cccs2)n1CC | x | x | x | -9% | -39% | 7 | 179 | -7 | 179
CC(C)CC(NC(=O)c1ccc(Cl)cc1)C(=O)O (centres undefined) | x | x | x | 1% | 6% | -7 | 142 | 7 | 142
CC(C)(C)c1ccc(SCC(N)=O)cc1 | 0 | 89 | 89 | 0% | -3% | 14 | 177 | -14 | 177
CCOC(=O)c1cc2c(ccn2C)n1CC(=O)N1CCC(C)CC1 | -11 | 88 | 99 | 20% | -16% | 9 | 166 | -9 | 166
CCCCN1C2CCCC1CC(NC(=O)c1ccc(OC)c(OC)c1)C2 (centres undefined) | -2 | 95 | 97 | 1% | 8% | 3 | 130 | -3 | 130
